aDG glyco act: activators of alpha-DG glycosylation, primary screen, uHTS, Pro5-aDG cells, AlphaScreen. alpha-DG glycosylation AlphaScreen (IIH6); 0% Pro5, 100% B10-LARGE cell signal. activation, % at 10 µM. 360,000 compounds, 0.22% hits;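 active means activation of at least 8% versus controls, or a plate z-score of at least 8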;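 further: Pro5 are CHO cells carrying HIG-tagged alpha-DG that lacks glycosylation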
Vif imaging: HIV Vif self-association inhibitors, primary screen, imaging, HEK293T, single point | inhibition, % at 7.49 µM | 340,000 compounds, 0.35% hits | AID 602346, 2012 | HEK293T cells, Vif self-association by quenched fluorescence, 24 h; in the data active means inhibition above about 50%, passing the limit was not always enough; inconclusive means no clear call, values can overlap the other calls; inactive means below about 31%; further: some results filed as inactive read as strong as hits
ABCB6 inh MLPCN: ABCB6 transporter inhibitors, primary screen, K562-ABCB6 cells, flow cytometry, MLPCN library; K562-ABCB6 porphyrin accumulation, 1 h; active compounds read low; fluorescence ratio to DMSO, % at 10 µM; 360,000 compounds, 0.19% hits;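 active means fluorescence ratio to DMSO below 75%, the collection mean minus 3 SD; inconclusive means too few cells collected in the well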;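 further: signal is porphyrin accumulated inside mitochondria; 100% equals median channel fluorescence of DMSO control wells; lower ratio means ABCB6 inhibition with less porphyrin fluorescence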
TLR9-MyD88 block: inhibitors of TLR9-MyD88 association in cells, primary screen, cell-based, CHO, BLA complementation, fluorescence; inhibition, % at 4.98 µM; Toll-like receptor 9 (Homo sapiens) + Myeloid differentiation primary response protein …; CCF4 FRET ratio; AID 504734, 2011; 340,000 compounds, 0.21% hits;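 active means inhibition above the mean over all tested compounds plus 3 SD, cut at about 21% in these data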;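 further: 0% = DMSO only wells and 100% = clavulanate BLA inhibitor control wells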
Target sequence (Q99836 whole entry, looked up): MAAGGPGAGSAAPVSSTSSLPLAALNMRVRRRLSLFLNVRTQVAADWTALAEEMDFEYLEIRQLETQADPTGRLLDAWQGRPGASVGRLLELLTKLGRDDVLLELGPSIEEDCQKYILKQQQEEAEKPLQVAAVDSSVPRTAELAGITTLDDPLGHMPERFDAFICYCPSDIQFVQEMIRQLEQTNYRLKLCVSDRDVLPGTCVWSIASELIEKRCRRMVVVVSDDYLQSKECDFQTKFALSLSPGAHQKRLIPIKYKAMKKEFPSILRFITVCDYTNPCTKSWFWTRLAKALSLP
Target sequence (Q9NR96 whole entry, looked up): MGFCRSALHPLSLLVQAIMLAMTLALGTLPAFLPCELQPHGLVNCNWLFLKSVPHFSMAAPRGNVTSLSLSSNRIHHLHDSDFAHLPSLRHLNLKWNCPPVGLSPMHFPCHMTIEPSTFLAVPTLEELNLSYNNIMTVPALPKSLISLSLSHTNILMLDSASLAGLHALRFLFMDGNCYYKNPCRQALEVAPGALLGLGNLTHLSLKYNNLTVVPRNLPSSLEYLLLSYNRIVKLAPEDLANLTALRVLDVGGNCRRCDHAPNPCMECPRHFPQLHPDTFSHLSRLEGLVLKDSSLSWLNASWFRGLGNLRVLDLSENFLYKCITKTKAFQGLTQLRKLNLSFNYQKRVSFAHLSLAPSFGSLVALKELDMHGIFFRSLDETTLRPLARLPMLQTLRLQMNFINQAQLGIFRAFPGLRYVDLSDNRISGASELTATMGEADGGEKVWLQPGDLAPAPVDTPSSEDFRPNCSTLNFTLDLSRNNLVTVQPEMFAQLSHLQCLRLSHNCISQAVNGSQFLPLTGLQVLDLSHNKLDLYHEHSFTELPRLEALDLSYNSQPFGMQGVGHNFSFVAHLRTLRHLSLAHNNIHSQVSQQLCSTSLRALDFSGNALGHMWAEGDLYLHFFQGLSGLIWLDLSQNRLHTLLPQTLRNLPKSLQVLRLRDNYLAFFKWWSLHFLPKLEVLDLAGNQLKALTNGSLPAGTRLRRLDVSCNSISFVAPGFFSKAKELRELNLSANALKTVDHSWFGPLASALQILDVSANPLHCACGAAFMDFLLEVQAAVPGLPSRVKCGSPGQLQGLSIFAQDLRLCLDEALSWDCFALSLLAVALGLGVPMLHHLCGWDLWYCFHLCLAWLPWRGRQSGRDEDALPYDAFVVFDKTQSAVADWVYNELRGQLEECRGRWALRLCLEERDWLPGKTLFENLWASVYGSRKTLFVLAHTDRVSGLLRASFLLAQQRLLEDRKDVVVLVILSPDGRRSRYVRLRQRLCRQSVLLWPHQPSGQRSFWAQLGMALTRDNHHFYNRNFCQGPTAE
Exocytosis inh: LAMP-1 surface exposure blockers, TALL-104 cells – cell-based, flow cytometry, MLPCN library, primary screen; AID 651702, 2012; inhibition, % at 10 µM; TALL-104 LAMP-1 surface exposure; cells stimulated with thapsigargin and PMA; 360,000 compounds, 0.66% hits;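 active means inhibition above about 55%, limit read from the data; inconclusive means no clear call, values can overlap the other calls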
ABHD5 PLIN5 PPI: ABHD5-PLIN5 interaction inhibitors, primary screen, cell lysate, split luciferase complementation, luminescence; Split G. princeps luciferase complementation, 4 h; inhibition, % at 4 µM; 360,000 compounds, 0.78% hits;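 active means inhibition above the mean inhibition across every tested compound plus 3 SD, cut at about 22% in these data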;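 further: 0% = DMSO only wells and the 100% control is not disclosed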
NOD2-RIPK2 inh: NOD2-RIPK2 binding disruptors in cells, primary screen, fluorescence, CHO cells, BLA complementation | CCF4 ratio | inhibition, % at 4.98 µM | 360,000 compounds, 0.38% hits | AID 624267, 2012; in the data active means inhibition above about 21%;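 further: 0% = vehicle only and 100% = reference blocker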
MC4R ag barr: MC4R agonists recruiting beta-arrestin, primary screen, cell-based, luminescence, agonist arm of biased-ligand search | U2OS MC4R beta-arrestin complementation; percent of melanotan II response, DMSO zero | activation, % at 8.9 µM | 360,000 compounds, 0.98% hits;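 active means activation above a per-plate cutoff, the mean activation of sample wells on that plate plus 3 SD, cut at about 8% in these data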
MC4R antagonist: MC4R antagonists of cAMP signaling, primary screen, cell-based, TR-FRET, antagonist arm of biased-ligand search; Melanocortin receptor 4 (Homo sapiens), P32245; inhibition, % at 6.5 µM; AID 540295, 2011; MC4R-expressing cells, MTII-stimulated cAMP, LANCE TR-FRET; 360,000 compounds, 0.48% hits;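 active means inhibition above its plate's cutoff, the mean of tested wells on that plate plus 3 SD, cut at about 29% in these data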;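 further: 0% = Melanotan II alone and 100% = Melanotan II plus saturating MCL0020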
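Material: U2OS-MC4R stable cell line | Reagent: Melanotan II challenge after compound preincubation | Doses: One concentration, 6.5 µM nominal | Incubation: 30-min compound preincubation, 1-h Melanotan II challenge, 1-h detection, room temperature | Signal: TR-FRET cAMP assay | Replicates: One well per compound, no replicates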
N-glyco inh: increase of ERlucT glycosylation luciferase signal, primary screen, N-linked glycosylation inhibitor project, D54 ERlucT cells, luminescence, set 2 | D54 ERlucT glycosylation luciferase reporter, 24 h; percent of 100 nM tunicamycin response | reporter increase, % at 12.5 µM | 360,000 compounds, 0.23% hits | AID 588692, 2011;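 active means mean luciferase reporter signal, scaled so untreated is 0 and the glycosylation-blocking control 100, at or above a set limit in every replicate; inconclusive means mean reaches the limit but not every replicate does; inactive means mean below the limit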;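 further: luciferase carries N-glycosylation sites so blocking glycosylation raises the light; 0% = median of neutral control wells and 100% = median of 100 nM tunicamycin wells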
Numbers without * were called inactive; ? = inconclusive; / = no result given.

SMILES	aDG glyco act	Vif imaging	ABCB6 inh MLPCN	TLR9-MyD88 block	Exocytosis inh	ABHD5 PLIN5 PPI	NOD2-RIPK2 inh	MC4R ag barr	MC4R antagonist	N-glyco inh
CCOC(=O)N1CCN(C(=O)c2ccc([N+](=O)[O-])cc2Cl)CC1	0.8	-4	98	-10	3	-1	0	0.7	1	2
O=C(CSc1nnc(NC2CCCCC2)s1)Nc1ccc2c(c1)C(=O)c1ccccc1C2=O	0.1	-5	100	10	-7	3	-8	3.7	5	2
O=S(=O)(c1ccc2c(c1)CCCC2)N1CCNCC1	-0.1	0	87	6	1	-5	-3	-2.1	1	3
C=CCS/C(N)=N\N=C\c1cc(Br)cc([N+](=O)[O-])c1O	0.0	-4	96	0	6	3	-4	-1.0	4	5
COc1ccc(CCNC(=O)c2c(O)c3cccc4c3n(c2=O)CC4)cc1	-0.1	-28	102	-1	-5	4	-1	-0.3	9	2
N#CCSc1nnc(-c2cccnc2)n1-c1ccccc1	-0.1	5	87	0	1	-2	2	-1.1	-2	1
O=C(N/N=C/c1cc2c(cc1[N+](=O)[O-])OCO2)c1ccc2c(c1)OCO2	0.0	6	95	-1	-3	0	-6	-1.4	-9	1
CCCCCCCn1c(=O)c(C(=O)OC)c(N)c2ccccc21	1.0	4	100	7	19	2	3	-1.7	0	-2
O=C(c1cccc(Cl)c1)N1CCN(Cc2ccc3c(c2)OCO3)CC1	0.2	-6	102	-5	10	-1	-6	-1.0	-2	-1
O=P1(O)CC2=C(CC=CC2)C1	-0.3	8	106	-5	-2	-4	6	-0.8	7	1
COCCN(C(=O)c1ccc(C)c(S(=O)(=O)N2CCOCC2)c1)c1c(N)n(CC(C)C)c(=O)[nH]c1=O	0.1	4	102	-7	1	-10	-6	-2.7	0	-1
COc1cccc(-c2nc3ccc(O)cc3c(=O)o2)c1	-0.1	-4	95	5	-1	-1	-8	-1.0	-4	0
O=C(COc1ccc(Cl)cc1Cl)NCCCn1ccnc1	0.3	9	97	13	-1	-3	6	-3.3	-2	1
CCc1cccc(C)c1N(C(=O)Cn1c(CO)nc2ccccc21)C(C)COC (stereo unspecified)	-0.2	/	86	-6	0	6	-1	-0.9	11	-2
Cc1cc(C)c(C#N)c(Sc2nc(C)c([N+](=O)[O-])c(C)c2C#N)n1	0.2	-4	95	/	-1	31*	0	/	/	19
C[C@H]1C(=O)N(C)CCN1C(=O)c1ccc(OC2CCN(CCc3ccccc3)CC2)cc1	-0.3	/	98	0	-4	1	-13	-0.7	-6	0
CC(=O)Nc1ccc(S(=O)(=O)NNC(=O)c2ccc3c(c2)OCO3)cc1	0.1	7	106	-10	-2	4	-13	-2.0	15	10
COC(=O)c1cccc(NC(=S)Nc2ccc(Cl)c(Cl)c2)c1	0.1	2	96	0	-12	-7	0	3.0	-3	0
COc1cc(OC)nc(NC(=O)NS(=O)(=O)c2ccc(F)cc2)n1	-0.4	0	99	/	2	4	-6	-1.3	3	1
CC(=O)Nc1ccc(C(=O)N2CCN(S(=O)(=O)c3ccc4c(c3)OCCCO4)CC2)cc1	1.0	41	96	-1	2	9	-37	0.2	5	2

3 compounds from above, ordered by molecular weight, low to high:
SMILES	aDG glyco act	Vif imaging	ABCB6 inh MLPCN	TLR9-MyD88 block	Exocytosis inh	ABHD5 PLIN5 PPI	NOD2-RIPK2 inh	MC4R ag barr	MC4R antagonist	N-glyco inh
O=P1(O)CC2=C(CC=CC2)C1	-0.3	8	106	-5	-2	-4	6	-0.8	7	1
COc1cccc(-c2nc3ccc(O)cc3c(=O)o2)c1	-0.1	-4	95	5	-1	-1	-8	-1.0	-4	0
C[C@H]1C(=O)N(C)CCN1C(=O)c1ccc(OC2CCN(CCc3ccccc3)CC2)cc1	-0.3	/	98	0	-4	1	-13	-0.7	-6	0

The results go on:
SMILES	aDG glyco act	Vif imaging	ABCB6 inh MLPCN	TLR9-MyD88 block	Exocytosis inh	ABHD5 PLIN5 PPI	NOD2-RIPK2 inh	MC4R ag barr	MC4R antagonist	N-glyco inh
COc1cc2c(cc1OC)CN(C(=O)/C=C/c1cccc([N+](=O)[O-])c1)CC2	0.0	17	101	9	-10	4	-4	-1.1	1	2
CCCCCC(=O)Nc1ccc(S(=O)(=O)Nc2nccnc2OC)cc1	-0.2	4	101	2	0	-2	-3	-0.5	12	0
COc1cc2c(cc1OC)-c1cc(N3CCc4ccccc43)nc(=O)n1CC2	0.0	11	98	-15	-5	0	-8	-1.4	-14	2
CCOc1cc(N2CCOCC2)c(OCC)cc1NC(=O)Cc1ccccc1OC	0.0	1	108	9	-4	0	-1	0.7	-9	-3
Cc1cc(CN2CCCC(CNC(=O)c3ccc(F)cc3)C2)cc(C)c1O (stereo unspecified)	0.7	1	94	0	2	9	3	0.3	-6	2
N#CC(C(=O)NC1CC1)c1nc2ccccc2nc1N1CCCC1 (stereo unspecified)	-0.1	-20	107	-8	?	4	-4	0.1	-5	5
O=C(Nc1ccccc1C(=O)O)c1cc(S(=O)(=O)N2CCOCC2)cs1	0.2	-2	100	8	0	-1	-3	1.7	22	1
CCCCN(CCCC)c1ccc(C(=O)c2ccccc2C(=O)O)c(O)c1	-0.2	/	95	-18	-2	4	-10	-0.6	4	-1
CCOC(=O)Cc1nnc(Nc2cccc(O)c2)c2ccccc12	-0.1	1	106	8	1	1	-7	-0.8	8	0
O=C(COc1ccccc1)N1CCN(C(=O)Cc2ccccc2)CC1	0.1	-4	95	-1	0	1	-2	-1.4	9	-1
COc1ccc(/C=C/C(=O)OCC(=O)Nc2nnc(-c3ccccc3)o2)c(OC)c1	-0.1	15	101	-24	48	-5	14	-0.8	5	0
COc1ccc(CCNC(=O)CN2C(=O)C3(OCCCO3)c3ccccc32)cc1OC	0.1	3	98	-5	2	-2	-6	-1.5	3	-3
CN(C(=O)Nc1ccc(S(=O)(=O)N(C)C)cc1)C1CCCCC1	-0.2	8	101	3	-1	-7	-3	-4.2	2	0
CC(C)=NNc1nc(-c2ccccc2)c(C)s1	1.7	0	97	7	-1	-8	-1	-0.6	14	-1
CC[C@H](C)[C@H](NC(N)=O)C(=O)Nc1ccc(OC)c(Cl)c1	0.1	6	492	-2	-2	-6	-4	-2.6	4	4
Cc1ccc(C(=O)ONC(=O)c2ccc(Cl)cc2)cc1[N+](=O)[O-]	-0.1	-19	101	5	-2	-6	1	2.4	6	3
COc1ccc(NC(C)=O)cc1NC(=O)c1ccc(C#N)cc1	0.2	-1	99	0	2	0	0	2.8	23	2
Cc1ccc(S(=O)(=O)N2[C@@H](c3ccccc3F)C(C(=O)O)=CC[C@H]2c2cccc(Cl)c2)cc1	-0.2	/	101	3	-1	-2	0	-0.2	5	4
O=S(=O)(Nc1ccc(Cc2ccncc2)cc1)c1ccc(Br)s1	0.6	4	95	2	-1	1	14	-1.4	11	-4
CC(C)CC(O)C1CCN(C(=O)CCc2nnc(-c3ccc4c(c3)OCO4)o2)CC1 (stereo unspecified)	0.0	14	97	7	2	5	3	0.2	0	2
CCCCCCCCN1[C@@H](CC(=O)O)c2cc(C(F)(F)F)ccc2S1(=O)=O	-0.2	-9	98	7	1	30*	10	1.3	1	15
COc1ccc(C(=O)O/N=C(\N)c2ccccn2)cc1[N+](=O)[O-]	0.1	14	100	-10	1	-2	0	1.5	-12	-5
O=C(NC1CC1)[C@@H]1CSC2c3ccccc3C(=O)N21 (stereo partly specified)	0.0	0	103	4	-6	4	-7	2.4	-5	3
O=C(NCc1ccco1)[C@@H]1CCCN1C(=O)c1cccs1	-0.1	18	82	8	-2	2	1	-1.6	-5	-1
Cc1csc(=Nc2ccccc2)n1Cc1ccco1	0.2	-6	101	3	-14	2	-8	3.0	24	-2
O=C(c1ccccc1)C1(c2ccccc2)OC1c1ccccc1 (stereo unspecified)	-0.1	4	98	4	7	-6	-15	-0.6	5	-2
Cc1cc(F)ccc1C(O)c1ncc(-c2ccc(Cl)cc2)[nH]1 (stereo unspecified)	0.5	8	98	/	2	-11	-15	3.8	9	-1
CCC(C)NC(=O)C1CC(c2cccc(OC)c2)=NO1 (stereo unspecified)	0.0	-3	86	0	-1	3	1	-0.8	8	1
CCc1nnc(NC(=O)CN2CC(C)OC(C)C2)s1 (stereo unspecified)	0.1	5	100	9	-1	5	-5	-0.2	3	1
COc1cccc(C(c2nnnn2Cc2ccco2)N2CCN(Cc3ccccc3)CC2)c1OC (stereo unspecified)	0.0	12	102	1	-5	-1	3	-0.5	20	0
O=C(Nc1cc(Sc2ccccn2)cc([N+](=O)[O-])c1)c1cccc(Cl)c1	0.4	-2	90	-4	-3	5	4	1.1	1	-7
Cc1ccccc1C(=O)NC(=S)Nc1ccccc1C(F)(F)F	0.2	6	107	9	-3	-8	-13	4.6	0	0
CCCc1[nH]nc2c1C1(CCOC1C)C(C#N)=C(N)O2 (stereo unspecified)	-0.3	?	95	11	-1	-9	-1	-2.4	-2	1
CCc1nc2ccccc2c(C(=O)OCC(=O)NC2CCCC2)c1C	0.1	8	97	6	4	7	3	-2.3	3	1
COCCN(CCOC)c1nc(-c2ccccc2)nc2ccccc12	0.2	-1	96	-8	1	-3	-2	1.3	5	-2
C/C(=N\Nc1ccccn1)c1ccc(C(C)C)cc1	-0.2	3	106	-4	3	-5	-16	0.7	-4	0
COCCn1cnc2c1c(=O)n(Cc1c(F)cccc1Cl)c(=O)n2Cc1ccccc1	0.1	9	103	10	-2	3	-1	1.0	2	5
CCOC(=O)N/N=C\c1ccc(C)s1	-0.3	3	95	-6	-1	-7	-1	-2.1	5	1
CC1=CS(=O)(=O)CC1Sc1nc(C)n[nH]1 (stereo unspecified)	0.1	-3	101	-15	-12	-4	-19	-1.4	2	3
O=C(Nc1ccc(Cl)c([N+](=O)[O-])c1)C(NCCCO)c1ccccc1 (stereo unspecified)	-0.2	-9	97	-2	-2	-9	-8	-1.9	-2	-1
CCOC(=O)c1[nH]c2ccc(OC)cc2c1NC(=S)N1CCN(c2ccccc2OC)CC1	-0.2	4	98	-2	10	-8	4	-2.0	-1	12
Cc1ccc(SCCNS(C)(=O)=O)cc1	-0.2	3	96	1	-2	2	-14	-0.1	-5	1
O=C([C@@H]1CC=C[C@@H]2CCN(C3CCCCC3)C(=O)[C@@H]21)N1CCN(c2ccccc2)CC1	0.3	0	89	-1	14	-1	-3	-0.8	3	-2
COc1ccc2cc3cc(C(=O)NCCCN4CCc5ccccc5C4)sc3nc2c1	0.1	-4	100	0	-2	2	7	-0.5	9	0
CCC(C)(C)NC(=O)c1cccc(NC(=O)C(C)C)c1	-0.3	3	104	-4	0	-6	-1	-2.0	10	-3

These rows are one share of the data (hit frequency here may not be typical).
